HttQ103 aggreg – mutant huntingtin aggregation inhibition; AID 1688; Potency, µM (titrated, usually from 46.1 µM), for inactives: at the highest dose activity change, negative = inhibition, most hits filed as inhibitors; 220,000 compounds, 1.1% hits; PC12 HttQ103-GFP aggregates, Acumen cytometry, 40 h; note: potency is the fitted concentration of half-maximal effect; % is set by controls: 0 for no effect and ±100 for the full control effect; nearly all actives have a fitted effect of over 60% in size
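Compounds (qHTS titration) were added to PC12 cells expressing an ecdysone-driven HTT exon 1 Q103–GFP fusion after induction with 100 nM tebufenozide. Aggregate formation was measured as GFP objects in cell lysates.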
IMPase Li inh – membrane-permeable IMPase blocker, potentiated with lithium. CHO-M1 cells, IP1 TR-FRET (IP-One), carbachol + lithium. Potency, µM (top dose mostly 59.4 µM), for inactives: top-dose activity, negative = IMPase inhibition, actives largely listed as inhibitors. 210,000 compounds, 0.35% hits. AID 1457;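 note: IP1 builds up when IMPase is blocked and the TR-FRET signal falls; potency is the fitted concentration of half-maximal effect; plate controls were basal vehicle for no effect and high inhibitor control for full effect; nearly all actives have a fitted effect of over 50% in size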
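CHO-M1, 2000 cells/well, 16–30 h culture; cpd + low Li+, 30 min 37C; lysis with d2-IP1/Eu-anti-IP1 Ab, 10 min RT; TR-FRET 665/620 ratio and 620 channel; AC50 via Hill.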
Luc counter – counter-screen: inhibitors of Kinase-Glo firefly luciferase; Kinase-Glo luciferase, ATP luminescence, 8 min; Potency, µM (top dose mostly 38.3 µM), for inactives: top-dose activity change, negative = inhibition, actives largely listed as inhibitors; 200,000 compounds, 0.28% hits; AID 1379; note: potency is the fitted concentration of half-maximal effect; % is set by controls: 0 for no effect and ±100 for the full control effect; nearly all actives have a fitted effect of over 60% in size
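Kinase-Glo luciferase light output from ATP and luciferin was measured with 10 uM ATP, within the enzyme's linear range. Buffer: 50 mM imidazole pH 7.2, 50 mM KCl, 7 mM MgCl2, 0.01% Tween 20, 0.05% BSA; luminescence read after 8 min at ambient temperature.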
Epigenetic derep – regulators of epigenetic silencing causing reporter derepression in mouse cells | murine LDR cells, GFP reporter derepression, 30 h | Potency, µM (highest dose often 53.9 µM), inactives show at the top dose GFP activation, hits mostly activators | 280,000 compounds, 0.2% hits | AID 1865; note: potency is the fitted concentration of half-maximal effect; % of control where 0% means no effect; nearly all actives have a fitted effect of over 60% in size
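GFP-positive cell count by laser-scanning cytometry (objects 20–120 um) after 30 h, 37 C compound exposure of murine LDR cells; reporter is CMV-GFP integrated at a silenced locus, inducible by HDAC or DNMT inhibitors.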
NPSR antagonist – neuropeptide S receptor (human) antagonism, cAMP; Potency, µM (top dose mostly 38.3 µM), for the others: at the top dose activity change, negative = inhibition, most hits filed as inhibitors; Q6W5P4; 220,000 compounds, 1% hits; CHO-NPSR cells, cAMP TR-FRET, antagonist mode; note: potency is the fitted concentration of half-maximal effect; % is set by controls: 0 for no effect and ±100 for the full control effect; nearly all actives have a fitted effect of over 50% in size; many of its hits are not listed in these tables
Target sequence (Q6W5P4 whole entry, looked up): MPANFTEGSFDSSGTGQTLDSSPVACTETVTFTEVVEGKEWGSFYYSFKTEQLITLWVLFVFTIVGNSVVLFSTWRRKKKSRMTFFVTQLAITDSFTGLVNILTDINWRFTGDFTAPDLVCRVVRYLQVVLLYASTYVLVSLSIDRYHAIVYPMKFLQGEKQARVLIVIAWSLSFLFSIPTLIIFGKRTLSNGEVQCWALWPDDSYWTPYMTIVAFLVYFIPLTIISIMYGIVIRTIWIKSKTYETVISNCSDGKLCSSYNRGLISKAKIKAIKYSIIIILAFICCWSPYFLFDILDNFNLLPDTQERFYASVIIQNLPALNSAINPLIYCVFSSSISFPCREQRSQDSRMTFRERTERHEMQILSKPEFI
CBFb-RUNX1 inh – blocks binding between human CBF-beta and RUNX1; Potency, µM (doses to about 59.8 µM), without a hit: at the top dose activity, negative = inhibition, actives largely listed as inhibitors; Q01196+Q13951; AlphaScreen CBFb-His/RUNX1-biotin binding, biochemical; 230,000 tested, under 10 active; note: % of control where 0% means no effect
Target sequence (Q01196 whole entry, looked up): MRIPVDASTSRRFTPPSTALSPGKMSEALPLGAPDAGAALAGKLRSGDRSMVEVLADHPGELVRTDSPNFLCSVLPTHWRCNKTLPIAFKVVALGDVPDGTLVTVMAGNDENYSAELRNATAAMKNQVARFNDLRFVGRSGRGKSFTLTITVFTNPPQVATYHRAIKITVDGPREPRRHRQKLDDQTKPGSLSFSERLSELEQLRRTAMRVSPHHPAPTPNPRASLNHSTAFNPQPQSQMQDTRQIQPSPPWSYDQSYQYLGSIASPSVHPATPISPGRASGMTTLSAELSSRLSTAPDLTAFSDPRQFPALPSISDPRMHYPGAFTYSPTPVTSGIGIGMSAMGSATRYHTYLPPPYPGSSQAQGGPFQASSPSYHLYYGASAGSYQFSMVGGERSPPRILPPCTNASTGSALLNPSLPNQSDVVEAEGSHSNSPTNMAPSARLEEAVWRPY
Target sequence (Q13951 whole entry, looked up): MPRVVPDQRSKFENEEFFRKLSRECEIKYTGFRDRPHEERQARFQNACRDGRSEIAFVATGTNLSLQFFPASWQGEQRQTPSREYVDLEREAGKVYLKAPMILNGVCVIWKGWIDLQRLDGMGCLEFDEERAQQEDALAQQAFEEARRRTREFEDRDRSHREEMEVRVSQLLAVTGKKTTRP
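Proteins preincubated together for 20 min at RT before compound addition; 15 min later, nickel and streptavidin beads were added and left 90 min prior to AlphaScreen measurement.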
L3MBTL1 inh – blocks human L3MBTL1; Q9Y468; AlphaScreen L3MBTL1–H3K9me1 peptide binding; Potency, µM (series often up to 57.1 µM), without a hit: at the top dose activity, negative = inhibition, most hits filed as inhibitors; 230,000 compounds, 0.66% hits; AID 485360; note: potency is the fitted concentration of half-maximal effect; % is set by controls: 0 for no effect and ±100 for the full control effect; nearly all actives have a fitted effect of over 60% in size
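L3MBTL1 (50 nM) pre-complexed 30 min with biotinylated H3(1-15)K9me1 peptide (75 nM), then compounds added for 30 min at room temperature; AlphaScreen streptavidin donor/nickel chelate acceptor beads (10 ug/mL final) read after 30 min dark incubation.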
* hit, by the source's call; ? = inconclusive; / = not tested or not shown; [ ] = remark or other dose. Calls come from the whole dose curve; as a rule, active = well fitted curve in the direction sought with a large enough effect; inconclusive = small, poorly fitted or top-dose-only effect, or another doubt; inactive = no such curve, though single readings can be large; an effect the other way counts as inactive or inconclusive.

Structure	HttQ103 aggreg	IMPase Li inh	Luc counter	Epigenetic derep	NPSR antagonist	CBFb-RUNX1 inh	L3MBTL1 inh
Cc1ccccc1-n1cnc2cc(NCc3cccs3)ccc21	-24%	5%[38.3 µM]	1%	-1.1%	1%[46.1 µM]	-27%	-29%
CCCNC(=O)COC(=O)c1cc(SC)ccc1Cl	-11%	11%[38.3 µM]	-1%	0.0%	0%[46.1 µM]	1%	/
Nc1cc2nc[nH]c2cc1N	11%	23%	-10%	8.6%	-31%	?	-13%
O=C(Nc1cccnc1)C1CCCN1S(=O)(=O)c1ccc(Cl)c(Cl)c1 (stereo unspecified)	1%	-4%[38.3 µM]	4%	3.7%	-1%[46.1 µM]	0%	3%
Cc1ccc[n+](CC(=O)Nc2cc(C(F)(F)F)ccc2N2CCOCC2)c1	10%	12%	2%	-2.5%	12%	6%	-2%
O=C(NCc1cccnc1)C1c2ccccc2C(=O)N1Cc1ccco1 (stereo unspecified)	1%	27%[38.3 µM]	0%	-1.0%	-8%[46.1 µM]	-1%	-1%[11.4 µM]
N#Cc1nc(-c2ccccc2)oc1NCCN1CCCCC1	-18%	13%[38.3 µM]	1%	0.0%	?	-16%	-10%[11.4 µM]
Cc1ccc(-c2cc(-c3ccc4c(c3)OCO4)c(C#N)c(N)n2)o1	10%	5%[38.3 µM]	1%	-4.2%	?	12%	-2%
Nc1ccc(O)cc1C(=O)OCC(=O)C12CC3CC(CC(C3)C1)C2	?	-8%[38.3 µM]	1%	0.8%	-28%[46.1 µM]	-25%	?
O=C(NCc1ccccc1F)c1ccc(S(=O)(=O)Nc2cccc(C(F)(F)F)c2)cc1	17%	6%	3%	-1.5%	?	?	30%
Cc1ccc(C)c(-n2c(=O)c(C#N)cc3c(=O)n4ccccc4nc32)c1	?	-25%	1%	2.6%	-13%	-2%	/
CC(C)OC(=O)/C(C#N)=C\c1cccnc1	18%[9.22 µM]	3%	5%	-0.2%	-15%	2%	9%
O=C(NCc1ccccc1Cl)NC(=O)c1csc([N+](=O)[O-])c1	13%[9.22 µM]	/	/	-1.0%	-1%	-4%	/
CCN(CC)c1ccc(NC(=O)C2CC3CCC2C3)cc1 (stereo unspecified)	-1%[9.22 µM]	46%[activator][38.3 µM]	-3%	0.9%	-23%[46.1 µM]	-8%	?
CCCCCCCC/C=C/CCCCCCCCOP(=O)([O-])OCC[N+](C)(C)C	/	10%	-7%	-1.3%	/	?	/
CC(C(=O)Nc1ccccc1C(=O)N1CCCC1)n1nnc2ccccc21 (stereo unspecified)	-16%	20%[38.3 µM]	3%	3.5%	-7%[46.1 µM]	-1%	-4%
COC(=O)c1cn[nH]c1NC(=S)Nc1ccc(Cl)c(Cl)c1	-3%[1.84 µM]	12%[38.3 µM]	0%	2.8%	-8%[46.1 µM]	3%	/
Cc1cc(Cl)ccc1NC(=O)Nc1c(C)n(-c2ccccc2)c(=O)n1C	-10%	24%[38.3 µM]	20%	-0.1%	6%[46.1 µM]	1%	/
CC1(C)CC2CC(C)(CN2C(=O)c2cc(-c3ccccc3O)on2)C1 (stereo unspecified)	-22%	3%[38.3 µM]	2%	2.9%	-12%[46.1 µM]	-2%	0%
CC1=NN(C(=O)c2csc(C(C)C)c2)C(O)(C(F)(F)F)C1 (stereo unspecified)	-12%	-4%	3%	-1.1%	3%	7%	8%
COc1cc(NC(=O)C(=O)N2CCN(C)CC2)c(OC)cc1Cl	-10%[9.22 µM]	/	/	3.9%	32%	1%	2%
Cc1cnc(NC(=O)COc2ccccc2)s1	-22%	-21%[38.3 µM]	-3%	-1.2%	-6%[46.1 µM]	10%	-1%
CC(=O)c1cnc(SCC(=O)O)nc1C	-9%	-3%	-2%	-2.7%	6%	-14%	6%
COC(=O)c1ccc(COC(=O)C(CCS(C)(=O)=O)N2C(=O)c3ccccc3C2=O)cc1 (stereo unspecified)	?	13%	5%	-0.9%	17%	1%	-4%
O=C(c1cccs1)N1CCC(c2nc3c(nnn3Cc3ccccc3)c(=O)[nH]2)CC1	3%	/	/	-7.8%	-14%[46.1 µM]	3%	3%
CCCn1c(CCc2ccccc2)nnc1SCC(=O)N1CCOCC1	-2%	20%[38.3 µM]	-4%	0.9%	5%[46.1 µM]	20%	-5%
N#CCSc1nc2c(c(=O)n1Cc1ccccc1)C1(CCCC1)Cc1ccccc1-2	-19%	34%[activator][38.3 µM]	-5%	-0.1%	?	4%	/
Cc1ccc(-c2nn(CCC(=O)NN3CCOCC3)c(=O)c3ccccc23)cc1	1%[9.22 µM]	/	/	3.3%	20%	8%	-8%
Cc1cc2c(=O)n(CC(=O)NCC(=O)N3CCN(Cc4ccccc4)CC3)cnc2s1	22%	16%[38.3 µM]	3%	-1.0%	-6%[46.1 µM]	4%	9%
CC1(C)Cc2c(c(N3CCOCC3)nc3sc4c(NCC5CCCO5)nnnc4c23)CS1 (stereo unspecified)	-5%[9.22 µM]	/	/	5.7%	?	?	36%[activator]
COc1ccc(NS(=O)(=O)c2ccc3c(c2)NC(=O)CO3)cc1	-11%	3%	-1%	-0.2%	8%	18%	4%
COc1cc(CNC23CC4CC(CC(C4)C2)C3)ccc1OCc1ccccc1	-4%	22%	-3%	-0.6%	-58%	14%	-14%
CC(=O)Nc1sc2c(c1C(N)=O)CCN(Cc1ccccc1)C2	-3%[9.22 µM]	/	/	0.0%	-5%	8%	/
COc1ccccc1N1CCN(S(=O)(=O)c2ccc(-n3cnnn3)c(C)c2)CC1	4%	2%	-2%	0.0%	0%	-2%	-2%
O=c1oc2ccc3ccccc3c2cc1-c1nnc(-c2cccs2)o1	8%	-4%	-2%	3.0%	-22%	5%	3%
CC1(C)CC(=O)/C(=C(\O)c2ccccc2)C(=NCCO)C1	11%	3%[38.3 µM]	-2%	5.7%	4%[46.1 µM]	5%	4%
N#CC1=C(N)OC2=C(C(=O)CCC2)C1c1ccncc1 (stereo unspecified)	9%	-7%[38.3 µM]	0%	-0.6%	-23%[46.1 µM]	1%	5%
CCOC(=O)CCc1c(C)c2ccc(OCc3cc([N+](=O)[O-])ccc3OC)cc2oc1=O	1%	6%[38.3 µM]	-3%	2.4%	-22%[46.1 µM]	4%	-4%
CCN=C1SC(CC(N)=O)C(=O)N1CC (stereo unspecified)	2%[9.22 µM]	-1%	-2%	1.1%	-4%	5%	1%
O=C(O)CCCC(=O)NCc1ccccn1	7%	5%[38.3 µM]	0%	1.1%	-5%[46.1 µM]	2%	0%[11.4 µM]
CC1CCCCC12NC(=O)N(Cn1nnc3ccccc3c1=O)C2=O (stereo unspecified)	-13%	-5%[38.3 µM]	0%	0.8%	1%[46.1 µM]	-6%	-1%
Cc1ccc(C)c2c1[nH]c1ccccc12	4%	25%[38.3 µM]	-3%	1.7%	9%[46.1 µM]	7%	/
CCOc1ccc(N2CC(C(=O)NCCCN3CCOCC3)CC2=O)cc1 (stereo unspecified)	1%	0%	-2%	0.0%	-3%[46.1 µM]	-1%	-1%
Cc1ccccc1CNc1ccc(C(CC(N)=O)NC(=O)c2ccc(Br)cc2)cc1[N+](=O)[O-] (stereo unspecified)	22%[9.22 µM]	/	/	?	-11%	0%	/
COc1ccc(/C=N/Nc2nncc3ccccc23)c(OC)c1	11%	3%	-6%	0.8%	-11%	-18%	-2%

For convenience, part of the list above.
Structure	HttQ103 aggreg	IMPase Li inh	Luc counter	Epigenetic derep	NPSR antagonist	CBFb-RUNX1 inh	L3MBTL1 inh
CCOC(=O)CCc1c(C)c2ccc(OCc3cc([N+](=O)[O-])ccc3OC)cc2oc1=O	1%	6%[38.3 µM]	-3%	2.4%	-22%[46.1 µM]	4%	-4%
CCN=C1SC(CC(N)=O)C(=O)N1CC (stereo unspecified)	2%[9.22 µM]	-1%	-2%	1.1%	-4%	5%	1%
O=C(O)CCCC(=O)NCc1ccccn1	7%	5%[38.3 µM]	0%	1.1%	-5%[46.1 µM]	2%	0%[11.4 µM]

New compounds follow
Structure	HttQ103 aggreg	IMPase Li inh	Luc counter	Epigenetic derep	NPSR antagonist	CBFb-RUNX1 inh	L3MBTL1 inh
CCC(NC(=O)c1ccc([N+](=O)[O-])cc1[N+](=O)[O-])c1ccccc1 (stereo unspecified)	-7%	1%[38.3 µM]	-4%	-0.7%	13%[46.1 µM]	-1%	-2%
CC1Cc2ccccc2N1C(=O)CSc1nnc(C2CC2)n1C (stereo unspecified)	6%[9.22 µM]	1%	3%	1.0%	-5%	0%	9%
Cc1ccc(S(=O)(=O)Cn2cnnn2)cc1	8%	6%[38.3 µM]	2%	2.4%	11%[46.1 µM]	5%	-4%
CC(C)[C@H](NC(N)=O)C(=O)NNC(=O)COc1cccc(C(F)(F)F)c1	5%[9.22 µM]	/	/	1.1%	13%	0%	/
COc1cc2c(cc1OC)C(C(=O)NCCN(C)C)C(c1cccs1)N(C)C2=O (stereo unspecified)	3%	-6%	-2%	1.5%	16%	-3%	/
CC1CC(=O)N(c2ccc(NCCc3ccc(O)cc3)c([N+](=O)[O-])c2)C1=O (stereo unspecified)	-12%	16%	/	-0.3%	12%	?	/
CC1(C)C([N+](=O)[O-])C(c2ccc(F)cc2)NC(c2ccc(F)cc2)C1[N+](=O)[O-] (stereo unspecified)	4%[9.22 µM]	/	/	0.1%	?	0%	-11%
CN(NC1OC(=O)c2ccccc21)c1ccc(C(F)(F)F)cc1[N+](=O)[O-] (stereo unspecified)	12%[9.22 µM]	/	/	0.0%	11%	9%	-8%
CCOc1cc(C(=O)Nc2ccc(C)cc2C)ccc1OCC(=O)N1CCCCC1	-16%	-3%	0%	0.0%	-1%[46.1 µM]	4%	11%
CCCCCOc1ccc(C(=O)NCCC(=O)NCCCC(=O)OCC)cc1	-2%[9.22 µM]	/	/	2.3%	-6%	4%	1%
CC(=O)c1cccc(NC(=O)C(C)N2CCc3ccccc3C2)c1 (stereo unspecified)	-25%[9.22 µM]	/	/	-4.3%	2%	25%	/
COc1ccc(C(=O)NNC2=CC(=O)CC(C)(C)C2)cc1OC	-14%	0%	-2%	1.3%	10%	2%	-2%
C=CCN1c2ccccc2[C@]23C[C@@H](C(=O)OC)N(S(=O)(=O)c4ccc(Br)cc4)C2=NC(C(=O)OC)=C(C(=O)OC)[C@H]13	/	2%	-2%[7.66 µM]	/	/	5%[13.1 µM]	/

Screening data as filed in PubChem BioAssay.

These rows are one share of the data. The share of hits here may be higher or lower than overall.
